DAX1 inh-1: inhibits human nuclear receptor DAX1. hit rate 0.99% among 340,000. HEK293 Gal4-DAX1 luciferase reporter, luminescence. AID 504766. inhibition, % at 6.75 µM;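 active = inhibition above the mean over all tested compounds plus 3 SD, cut at about 4.2% in these data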;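 note: 0% = DAX1-transfected cells with DMSO and 100% = empty-vector control cells with DMSO; inhibition shows as a rise in luminescence from relieved DAX1 repression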
Target sequence (P51843 207-470 limits assumed): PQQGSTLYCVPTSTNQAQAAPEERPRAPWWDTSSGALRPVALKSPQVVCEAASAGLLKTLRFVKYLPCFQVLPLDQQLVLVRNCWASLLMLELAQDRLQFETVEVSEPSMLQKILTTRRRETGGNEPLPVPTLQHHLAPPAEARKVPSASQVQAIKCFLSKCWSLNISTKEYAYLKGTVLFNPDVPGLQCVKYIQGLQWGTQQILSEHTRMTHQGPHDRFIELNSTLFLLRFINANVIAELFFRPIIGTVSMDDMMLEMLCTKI
ssDAF-12 act: activates DAF-12 receptor from parasite S. stercoralis; activation, % at 6.8 µM; AID 652126; hit rate 1% among 370,000; HEK293 ssDAF-12/GRIP1 lit1-tk-luc reporter, luminescence; % of 3 µM dafachronic acid response;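 active = activation above the mean over all tested compounds plus 3 SD, cut at about 0.9% in these data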;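 note: 0% = DMSO-only wells and 100% = 3 µM delta7-dafachronic acid wells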
sPLA2-III inh: Blocks human group III sPLA2 activity. QFRET BODIPY PC-A2 liposome hydrolysis, fluorescence. Q9NZ20. AID 743126. inhibition, % at 12.2 µM. hit rate 0.56% among 370,000;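 active = inhibition above mean plus 3 SD of compounds lying within the high and low control bounds, cut at about 19% in these data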;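 note: 0% = median of test compound wells and 100% = no enzyme DMSO wells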
Target sequence (Q9NZ20 whole entry, looked up): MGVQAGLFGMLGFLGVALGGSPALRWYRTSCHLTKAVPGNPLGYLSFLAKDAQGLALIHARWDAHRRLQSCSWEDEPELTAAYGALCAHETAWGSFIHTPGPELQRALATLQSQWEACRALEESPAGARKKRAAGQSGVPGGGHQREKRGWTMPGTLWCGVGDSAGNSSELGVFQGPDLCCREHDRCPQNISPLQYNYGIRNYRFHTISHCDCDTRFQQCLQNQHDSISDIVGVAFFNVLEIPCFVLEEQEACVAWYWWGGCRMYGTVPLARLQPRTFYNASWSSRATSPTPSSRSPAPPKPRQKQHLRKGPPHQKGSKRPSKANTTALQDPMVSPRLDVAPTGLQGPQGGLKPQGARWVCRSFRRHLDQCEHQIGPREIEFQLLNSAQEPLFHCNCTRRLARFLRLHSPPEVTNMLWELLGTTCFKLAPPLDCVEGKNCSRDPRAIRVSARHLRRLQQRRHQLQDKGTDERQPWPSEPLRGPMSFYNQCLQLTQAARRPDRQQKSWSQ
hcDAF12 agonist: activates DAF-12 receptor from parasite H. contortus; HEK293 hcDAF-12 lit1-tk-luc reporter, luminescence; 0% DMSO, 100% Δ7-dafachronic acid; activation, % at 6.8 µM; hit rate 1.4% among 370,000;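 active = activation above the mean of all tested compounds plus 3 SD, cut at about 5.5% in these data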;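 note: 100% = response to 3 µM Δ7-dafachronic acid high control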
NR1D1 modulator: modulators of human Rev-erb alpha DNA binding. P20393. Rev-erbα–FITC-DNA binding, fluorescence polarization, 90 min. activity, % at 10 µM. hit rate 0.79% among 370,000. AID 1259318;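 active = activity above about 14%, limit read from the data; passing the limit was not always enough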;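 note: 0% = DMSO wells with 35 nM protein and 100% = DMSO wells with 750 nM protein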
SMARCA2 activ: SMARCA2 function activation, primary screen; hit rate 1% among 370,000; activation, % at 9.1 µM; MG213 cells, MMTV-luciferase reporter, dexamethasone, overnight; in the data active = activation above about 7.8%;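 note: 0% = vehicle wells and 100% = reference activator wells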
GAA850 FXN act: frataxin GAA850 promoter activation; AID 540364; hit rate 0.56% among 360,000; HEK293 lucGAA850 FXN promoter luciferase reporter, 24 h; percent of 10 µM SAHA response; activation, % at 6 µM;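 active = activation above the average of all compounds screened plus 3 SD, cutoff fixed separately per campaign, cut at about 7.5% in these data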;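 note: 0% = DMSO wells and 100% = 10 µM SAHA wells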
PLCb3 inh: inhibitors of human phospholipase C beta3; hit rate 0.18% among 370,000; Purified PLC-beta3, fluorogenic substrate, fluorescence; Q01970; AID 720704; inhibition, % at 12.2 µM; in the data active = inhibition above about 11%;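 note: 0% = median of compound wells on plate and 100% = full blocker control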
hgDAF-12 ag: hgDAF-12 agonism, primary luciferase screen. HEK293 GAL4-hgDAF12 UAS-luciferase reporter, agonist luminescence; normalized to butyrate control. activation, % at 6.8 µM. hit rate 1.8% among 370,000. AID 687014;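 active = activation above a cutoff set at the mean of all screened compounds plus 3 SD, cut at about 10% in these data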;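 note: 0% = DMSO wells and 100% = sodium butyrate wells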
DAX1 inh-2: blocks DAX1 repression of SF-1 activated StAR promoter | HEK293T StAR-luciferase reporter, SF-1/DAX-1 repression relief | inhibition, % at 6.8 µM | hit rate 1.1% among 370,000 | AID 652010;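 active = inhibition above the mean over all tested compounds plus 3 SD, cut at about 3.6% in these data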;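 note: 0% = DAX-1 cells with DMSO and 100% = cells lacking DAX-1 with DMSO; higher inhibition means more luminescence from relief of DAX-1 repression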
PG9 Ab binder: small molecules binding HIV-1 gp120 antibody PG9 | TR-FRET gp120-PG9 antibody binding | inhibition, % at 6.7 µM | hit rate 0.43% among 360,000 | AID 624416; in the data active = inhibition above about 8.5%
* = called active by the depositor; i = inactive; nt = no result given.

SMILES	DAX1 inh-1	ssDAF-12 act	sPLA2-III inh	hcDAF12 agonist	NR1D1 modulator	SMARCA2 activ	GAA850 FXN act	PLCb3 inh	hgDAF-12 ag	DAX1 inh-2	PG9 Ab binder
CN1CCN(C(=O)C23CCC(C)(C(=O)C2Br)C3(C)C)CC1 (stereo unspecified)	1.7	-1.2	-3	0.0	-8	1	1.4	-6	0.4	0.3	-2.1
Cc1ccccc1-n1nnnc1-c1ccccc1	0.8	-1.3	3	0.1	0	0	-3.1	-1	0.8	-0.9	0.0
CCc1nc(SCC(=O)Nc2cc(C)on2)c2c(C)c(C)sc2n1	5.7*	-0.3	4	-1.9	5	2	-1.0	1	-1.4	-0.2	0.2
CCCCOP(=O)(c1ccc(N(C)C)cc1)C(O)c1ccc(C(C)C)cc1 (stereo unspecified)	-1.4	-1.4	5	-2.2	0	1	4.3	-4	1.8	0.0	0.0
Cc1ccc2c(c1)N(CC(=O)c1cccc(Cl)c1)C(=O)C(C)O2 (stereo unspecified)	0.0	-1.9	-2	-0.1	6	-1	-0.3	-1	-2.3	-0.7	0.0
C=CCSc1nnc(CCCCCN2C(=O)c3cccc4cccc(c34)C2=O)o1	-1.6	-1.8	-3	-3.5	-3	2	3.3	-4	0.3	-0.6	-2.8
CCOc1ccc(-n2c(SCC(=O)Nc3cc(C)c(NC(=O)c4ccccc4)cc3OC)nnc2-c2ccncc2)cc1	nt	-0.1	-7	-2.5	-3	1	nt	3	2.2	-2.1	nt
CCN(CC)S(=O)(=O)c1cccc(NC(=O)CCSc2ccc(Cl)cc2)c1	-0.9	-2.0	-37	-2.7	-2	-3	0.3	-4	-2.2	-1.0	-0.2
COC(=O)c1ccc(N2C(c3cc(OC)cc(OC)c3)=Cc3ccc(-c4ccc(C(N)=O)cc4)cc3C2CC(=O)C2CC2)cc1 (stereo unspecified)	nt	-0.8	14	1.8	1	-5	nt	i	-0.1	0.5	2.6
O=C1N[C@@H](c2ccccc2)COC(=O)[C@@H](Cc2ccc(F)cc2)CC/C=C/C[C@H]1CC(=O)N(CCO)Cc1ccccc1	-2.0	-1.0	-24	-1.6	3	-3	-3.8	-2	-4.0	-3.2	-3.0
CCOc1ccc(N/C=C/C(=O)c2ccc(OC)cc2)c([N+](=O)[O-])c1	-1.3	-1.1	-1	0.9	1	6	3.1	0	3.8	1.8	-0.5
COc1cccc(CNC(=O)C2CCN(S(=O)(=O)c3cccc4nonc34)CC2)c1	0.0	-0.9	0	0.7	4	1	3.1	-6	-0.6	-0.5	-1.3
CCCNc1[nH]c(=O)n(C)c(=O)c1N=O	1.0	-1.7	1	-0.2	0	-2	-0.3	0	-1.2	-0.5	-5.5
O=C(CCc1ccccc1)N1CCN(C(=O)CCc2ccccc2)CC1	-0.7	-1.1	16	-1.8	-1	-3	-1.9	-3	-1.3	-0.6	1.0
CC1CC(C)CN(CC(O)COC2CC(C)CC(C)(C)C2)C1 (stereo unspecified)	-1.8	-1.4	1	0.0	-3	0	-0.3	-5	-2.3	-0.5	0.0
COc1ccc(-n2nc3c(c2NC(=O)CC(C)C)CS(=O)C3)cc1 (stereo unspecified)	0.4	-0.4	1	-0.1	-1	0	0.7	-6	1.1	0.3	-1.2
O=C(c1ccco1)N1CCN(Cc2nnnn2CC2CCCO2)CC1 (stereo unspecified)	2.1	-0.4	2	4.9	-5	0	0.3	2	2.7	-0.3	-2.3
CCc1c(C)sc(NC(=O)c2cc(-c3ccco3)on2)c1C#N	-1.1	-1.3	9	-1.5	-8	0	-0.4	-28	0.1	-0.4	2.6
CC(OC(=O)c1ccc2ccccc2n1)C(=O)c1ccccc1 (stereo unspecified)	3.2	-1.2	3	0.0	2	6	-1.1	-3	1.5	0.2	-2.8
CC(=O)NC(c1ccc(C(C)C)cc1)c1ccc2cccnc2c1O (stereo unspecified)	-4.7	-1.6	16	-5.2	1	-4	-11	-21	-11	-1.5	-0.3
Cn1c(=O)n(CC(=O)N2CCOCC2)c2ccccc21	3.2	-1.2	3	-1.5	2	-1	-1.8	3	-1.0	0.0	0.8
CCC1(C)Cc2ccccc2-c2nc(NCCO)[nH]c(=O)c21 (stereo unspecified)	1.8	-1.1	-17	-0.6	2	0	-0.9	i	1.4	-0.2	1.9
Cc1ccc(Nc2cc(C)nc(N3CCOCC3)n2)c(C)c1	-0.3	-1.6	4	-0.8	-2	0	3.5	-2	-0.1	0.5	-3.1
CCOC(=O)c1c(C)[nH]c(C(=O)COC(=O)c2cnc(C)cn2)c1C	2.3	-1.3	0	-0.8	-2	-2	4.8	-39	-0.7	-1.2	0.5
COC(=O)[C@@]1(Cc2ccc(F)cc2)[C@H]2c3cc(C(=O)N4CCCC4)n(CCc4ccc(OC)c(Br)c4)c3C[C@H]2CN1C(=O)c1ccccc1	nt	-1.2	8	0.3	6	-4	nt	-7	-0.8	0.1	1.2
Cc1csc(NC(=O)CSc2nnnn2C)n1	-0.4	-0.8	-3	2.4	-8	2	3.0	2	8.3	1.6	-0.9
O=C1CCC(=O)N1CC(=O)N(c1ccccc1)c1ccccc1	3.1	-1.0	2	-0.1	-4	0	1.6	-2	-0.5	0.4	0.3
O=C(CN1C(=O)c2cccnc2Oc2ccc(Cl)cc21)NCCC1=CCCCC1	1.9	-1.7	-3	-0.9	1	0	-0.5	-6	0.0	-0.5	-2.8
O=C(Nc1ccc(F)cc1)C1CCC(CNc2c(N3CCCCC3)c(=O)c2=O)CC1 (stereo unspecified)	0.1	-1.5	0	-0.6	1	3	1.4	3	-3.0	0.1	-0.4
Cc1c(C(=O)OCC(=O)c2ccc3c(c2)OCCO3)oc2ccccc12	-2.4	-1.4	5	2.0	2	8.0*	1.7	-1	1.3	-0.5	-1.2
CCOC(=O)N1CCC(NC(=O)Cn2c3c(c(-c4ccccc4Cl)cc2=O)CCC3)CC1	-0.5	-1.4	2	0.2	1	0	0.3	-25	-2.4	-2.1	0.3
CC1(C(=O)NCCc2c[nH]c3ccccc23)C=CCN1C(=O)c1ccccc1 (stereo unspecified)	0.0	-0.2	-19	1.4	5	1	0.2	-3	1.0	-0.4	0.9
CCCCN(C(=O)NC(=O)C1=C(N2CCOCC2)/C(=C/c2ccccc2)CC1)S(C)(=O)=O	-0.1	-1.2	-7	0.3	0	6	2.4	-195	2.1	0.6	-0.5
Cc1cc(N2CCN(c3ccccc3Cl)CC2)n2cc(-c3ccccc3)nc2n1	-1.7	-1.2	-5	-1.3	15	-1	-2.8	-55	0.3	-0.4	-1.5
O=C(COC(=O)CNC(=O)c1ccccc1)Nc1ccc(F)c([N+](=O)[O-])c1	0.8	-1.0	0	-0.2	1	-2	-0.2	4	1.8	0.3	-1.3
COc1ccc(OCc2nc(N)nc(Nc3ccc(C)cc3)n2)cc1	0.9	-0.5	-14	-0.5	-5	3	8.8*	-1	2.7	0.8	-0.4
O=C(CS)Nc1ccc2ccccc2c1	0.2	-1.0	-8	-0.8	8	-1	0.3	-1	-3.6	-0.5	0.0
Cc1noc(C)c1NC(=O)N(C)C[C@H]1OCc2cn(nn2)CCCC(=O)N([C@H](C)CO)C[C@@H]1C	nt	0.1	7	-0.1	-7	-5	nt	1	-0.2	1.7	1.5
CCn1c(O)c(/C=C/C=C/C=Nc2ccccc2)sc1=S	1.9	0.4	-2	2.3	-3	8	2.4	-7	7.3	0.2	-1.6
COc1ccc(-c2cc(=O)c3cccc(CC(=O)O)c3o2)cc1	nt	-0.8	-5	1.5	4	-1	nt	i	-0.4	0.2	2.5
CCN(CC)C(NC(=O)Cc1ccccc1)C(Cl)(Cl)Cl (stereo unspecified)	1.4	-0.8	10	-0.8	-4	-2	-0.7	0	-1.4	0.3	2.1
CCOC(=O)c1[nH]c(=O)[nH]c1COC(=O)c1cc2ccccc2o1	-1.5	-0.8	-10	-1.7	1	0	0.6	-6	-0.8	-0.3	0.3
CCOC(=O)c1c(C)[nH]c(C(=O)COC(=O)/C=C/c2cccc(OC)c2OC)c1C	1.1	-0.5	18	1.0	2	-2	-1.9	0	-2.7	0.0	1.5
Cc1cc(N/N=C2\CC(C)CC(C)(C)C2)nc2ccccc12 (stereo unspecified)	-2.1	-0.9	5	2.7	1	-2	3.7	-10	-0.4	0.0	-1.3
COc1cccc(NC(=S)N2CCc3cc(OC)c(OC)cc3C2)c1	0.9	-0.5	9	-0.6	-4	-3	-0.7	-74	-1.4	-0.4	-3.4
COC(=O)Cc1ccc(NC(=S)NCCSc2ccc(C)cc2)cc1	-2.1	-1.2	-26	-0.7	11	-4	2.8	1	1.5	0.3	-1.8
Cc1cccc(CN2CCN(C(C)C(=O)NC(C)c3ccccc3)CC2)c1 (stereo unspecified)	0.4	-0.6	10	0.8	4	-2	-0.1	-2	-2.2	-0.3	-0.7
O=C(COC(=O)c1c[nH]c2ccccc12)NCc1ccccc1	4.7*	-0.7	12	1.4	2	-1	3.7	-1	0.9	-0.1	-1.6
COC(=O)c1ccccc1NC(=O)c1cnn2c(C(F)F)cc(C3CC3)nc12	0.1	-0.9	0	-1.2	-2	2	5.0	-6	-0.4	-0.9	0.1
CCOC(=O)c1nnn(-c2nonc2-n2cccc2)c1CN1CCC(C)CC1	0.3	-0.7	5	-0.3	6	-3	0.3	-5	1.5	0.1	0.1
O=C(NN=CC=Cc1ccccc1)C(O)C(O)C(=O)NN=CC=Cc1ccccc1 (stereo unspecified)	-1.0	-1.3	14	0.7	-2	-4	-2.0	-1	-1.9	0.1	1.9
C=CCn1c(SCC(=O)Nc2c(C)n(C)n(-c3ccccc3)c2=O)nc2ccccc2c1=O	0.6	-0.8	2	-1.5	1	6	-0.6	-2	0.0	0.2	-2.2
CC1CCCCC1NC(=O)Cn1c(=O)oc2cc(S(=O)(=O)N3CCCC3)ccc21 (stereo unspecified)	-0.4	-1.4	-9	-2.9	0	-1	-0.1	3	-1.2	1.1	1.3
S=C(NCCSCc1ccccc1Cl)Nc1ccccc1	0.8	-1.3	-11	-1.0	6	-2	1.3	1	0.2	-0.3	0.4
CCCNC(=O)c1cccc(Cn2cc(Br)c([N+](=O)[O-])n2)c1	-1.0	-1.2	1	1.2	3	-1	2.2	2	-0.4	-0.9	-1.1
O=C(NCCc1ccccc1)C(c1ccccc1)N(C(=O)c1csnn1)C1CC1 (stereo unspecified)	0.2	-1.6	-1	-1.6	-1	-2	2.9	-1	-1.5	0.1	-1.7
CCOc1cc(C(=O)OCC(=O)Nc2cc(C)on2)cc(OCC)c1OCC	-0.3	-1.3	-3	-0.8	3	2	-0.3	2	-1.1	-0.5	-0.8
Cc1ccccc1NC(=S)Nc1cccc([N+](=O)[O-])c1	-0.1	-1.0	6	-1.1	3	1	1.1	6	-0.7	0.5	0.0

From PubChem

Outcome played no part in choosing rows; about 7% have a hit in one of these screens.
